# Screening results deposited in PubChem by National Center for Advancing Translational Sciences (NCATS).
# TGFb SMAD3 inh: inhibitors of TGF-b signaling; HepG2 CAGA-GFP TGF-b/SMAD3 reporter, GFP fluorescence, 18 h; TGF-beta stimulated, 500 pg/mL final; Potency, µM (titrated, usually from 46.1 µM), for inactives: at the highest dose activity, negative = inhibition, usual class: inhibitors; hit rate 1.2% among 410,000; AID 588855; further: on the % scale 0 is the no-effect control and ±100 the full control effect; nearly all actives have a fitted effect of over 65% in size
#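 Inhibition of TGF-beta-driven CAGA-GFP reporter expression in HEPG2 cells is measured by cellular GFP fluorescence after 18 h stimulation with 500 pg/mL recombinant TGF-beta in 1% FBS medium at 37 degrees C.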
# Nrf2 block: Nrf2 pathway inhibition; hit rate 2.1% among 360,000; A549 ARE-Fluc reporter, luciferase luminescence, 18-24 h; AID 504444; Potency, µM (series often up to 46 µM), for inactives: at the highest dose activity change, negative = inhibition, hits mostly inhibitors; further: on the % scale 0 is the no-effect control and ±100 the full control effect; nearly all actives have a fitted effect of over 60% in size
#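 Reporter: ARE-Fluc in A549. Exposure: 18-24 h, 37 °C, 5% CO2, 5% FBS OPTI-MEM. Readouts: fluorescent cytotoxicity (CellTiter-Fluor), then luminescent Nrf2 signal after BugLite.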
# ATXN2 expr inh: inhibitors of ATXN2 expression. HEK-293 ATXN2-luciferase reporter, luminescence, 24 h. Potency, µM (doses to about 57 µM), for the others: top-dose activity change, negative = inhibition, usual class: inhibitors. hit rate 0.72% among 360,000. AID 1745845; further: on the % scale 0 is the no-effect control and ±100 the full control effect; nearly all actives have a fitted effect of over 55% in size
#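 ATXN2-luciferase reporter cells (luciferase flanked by upstream and downstream ATXN2 gene portions) were treated 24 h at 37 °C with compounds at up to 57 uM. SteadyGlo luminescence gave expression; GF-AFC fluorescence gave viability.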
# S2 tox: reduces viability in counter-screen for ATXN expression inhibitors; S2 cells (HEK-293 line with an ATXN2-luciferase reporter) viability, CellTiter-Fluor protease fluorescence, 24 h; Potency, µM (highest dose often 56.7 µM), most hits filed as cytotoxic; hit rate 0.49% among 400,000; further: nearly all actives have a fitted effect of over 40% in size
# Nrf2 activator: activates Nrf2 signaling; AREc32 ARE-luciferase reporter (MCF7-derived line), luminescence, 24 h; Potency, µM (top dose mostly 46.1 µM), for inactives: at the top dose activation, most hits filed as activators; hit rate 0.31% among 410,000; further: % of control where 0% means no effect; nearly all actives have a fitted effect of over 65% in size
#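 Luminescent ARE reporter assay in AREc32_Fluc cells: overnight plating at 37 deg C, 24 hr compound incubation, Steady-Glo added, 30 min RT before reading.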
# EPAC2 antagonist: blocks human EPAC2 exchange factor | Q8WZA2 | EPAC2 GEF exchange of Rap1B-BODIPY-GDP, fluorescence | Potency, µM (titrated, usually from 114 µM), without a hit: at the top dose activity, negative = inhibition, hits mostly inhibitors | hit rate 0.18% among 360,000 | AID 720708; further: on the % scale 0 is the no-effect control and ±100 the full control effect; nearly all actives have a fitted effect of over 45% in size; many of its hits are not listed in these tables
# Target sequence (Q8WZA2 whole entry, looked up): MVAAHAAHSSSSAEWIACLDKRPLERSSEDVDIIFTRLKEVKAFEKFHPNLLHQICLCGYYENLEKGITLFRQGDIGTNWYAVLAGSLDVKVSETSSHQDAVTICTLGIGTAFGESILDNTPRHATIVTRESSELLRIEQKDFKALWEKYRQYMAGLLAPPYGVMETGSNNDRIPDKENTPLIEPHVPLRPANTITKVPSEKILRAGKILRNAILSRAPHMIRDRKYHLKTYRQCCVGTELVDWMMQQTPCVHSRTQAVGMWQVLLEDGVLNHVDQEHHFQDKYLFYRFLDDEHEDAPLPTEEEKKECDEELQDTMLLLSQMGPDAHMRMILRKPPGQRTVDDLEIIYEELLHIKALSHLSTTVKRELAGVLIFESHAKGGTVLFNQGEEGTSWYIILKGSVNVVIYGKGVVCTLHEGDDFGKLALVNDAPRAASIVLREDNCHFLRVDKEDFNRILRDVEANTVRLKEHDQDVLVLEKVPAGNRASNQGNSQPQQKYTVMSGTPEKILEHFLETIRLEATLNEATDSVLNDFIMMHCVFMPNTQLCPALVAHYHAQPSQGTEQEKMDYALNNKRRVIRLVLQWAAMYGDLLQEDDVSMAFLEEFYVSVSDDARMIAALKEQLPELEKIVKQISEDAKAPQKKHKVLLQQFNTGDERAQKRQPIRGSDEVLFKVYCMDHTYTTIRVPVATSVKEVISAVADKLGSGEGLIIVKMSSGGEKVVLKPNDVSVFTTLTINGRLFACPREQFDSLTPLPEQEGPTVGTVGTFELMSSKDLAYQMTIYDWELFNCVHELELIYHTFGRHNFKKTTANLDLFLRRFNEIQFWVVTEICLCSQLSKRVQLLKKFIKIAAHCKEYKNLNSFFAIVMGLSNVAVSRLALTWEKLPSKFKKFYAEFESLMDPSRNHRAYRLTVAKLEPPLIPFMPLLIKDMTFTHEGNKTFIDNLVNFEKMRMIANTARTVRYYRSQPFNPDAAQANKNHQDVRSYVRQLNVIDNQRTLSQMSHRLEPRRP
# A549 tox: kills or reduces viability of A549 cells in Nrf2 counter-screen; hit rate 0.16% among 390,000; Potency, µM (titrated, usually from 46 µM), for inactives: at the highest dose activity change, negative = cytotoxicity, usual class: inhibitors; A549 ARE-Fluc cells, CellTiter-Fluor viability, 18-24 h; further: on the % scale 0 is the no-effect control and ±100 the full control effect
#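 Cytotoxicity counterscreen: CellTiter-Fluor fluorescence was measured in A549 ARE_Fluc cells after 18-24 h of compound exposure in a concentration series. The subsequent BugLite luminescent read reports ARE-luciferase activity.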
# HepG2 tox: kills HepG2 cells in TGF-b inhibitor counter-screen | hit rate 0.76% among 410,000 | HepG2 CAGA-GFP viability, ATP luminescence, 18 h | AID 588856 | Potency, µM (titrated, usually from 46.1 µM), for inactives: top-dose activity change, negative = cytotoxicity, usual class: cytotoxic; further: some results filed as inactive show a strong effect at the top dose
#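 HepG2 CAGA-GFP cells (1000/well, DMEM with 1% FBS) received compound, then TGF-beta at 500 pg/mL final, and were incubated 18 hours at 37 degrees C. Viability was read by CellTiter-Glo luminescence. Media-only wells were set as complete cell-killing and DMSO as no toxicity.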
# MCF10A rerep: inducers of DNA re-replication in MCF 10A breast cells. MCF 10A DNA re-replication, Hoechst nuclear intensity, 48 h. Potency, µM (top dose mostly 46.1 µM), for the others: at the top dose activity, positive = re-replication, usual class: activators. hit rate 2.9% among 350,000; further: % of control where 0% means no effect; nearly all actives have a fitted effect of over 50% in size
# An asterisk follows results filed as active; i = inactive; ? = inconclusive; / = no result given; [ ] = another dose, or the depositor's remark. The call rests on the fitted dose curve; in most records, active means well fitted curve in the direction sought with a large enough effect; inconclusive means small, poorly fitted or top-dose-only effect, or another doubt; inactive means no such curve, though single readings can be large; an effect the other way counts as inactive or inconclusive. Potency means the concentration at half of the fitted maximal effect. This is a subset; count on the stated rates, not on these rows.
SMILES,TGFb SMAD3 inh,Nrf2 block,ATXN2 expr inh,S2 tox,Nrf2 activator,EPAC2 antagonist,A549 tox,HepG2 tox,MCF10A rerep
CC(=O)C1=C(O)C(=O)N(c2ccc(Br)cc2)C1c1ccc([N+](=O)[O-])cc1 (centres undefined),20%,-3%,/,i,0.1%,-27%,-2%,-2%,-5%
CC1=C(C(=O)NCc2ccccc2Cl)C2(CCCCCC2)OC1=O,-28%,-13%,/,/,0.6%,/,14%,0%,/
Oc1ccc(Br)cc1-c1n[nH]c(=S)n1Cc1ccccc1,0%,25%,-9%,i,-1.7%,?,7%,-10%,9%
N#Cc1c(N)nc(SC2CCCCC2=O)c(C#N)c1-c1ccco1 (centres undefined),-2%,-18%,31%,i,5.7%,-2%,-9%,-17%,-7%
CCN(Cc1ccccc1)C(=O)c1ccc(CNS(=O)(=O)c2ccc(C)cc2)cc1,-10%,?,0%,i,3.7%,-14%,-23%,-4%,21µM*
COc1ccc(C2/C=C\CN(C(=O)c3ccccc3)C(Cc3ccccc3)C(=O)N2Cc2ccc(F)cc2)cc1 (centres undefined),?,-10%,/,/,/,/,-2%,-32%,/
CCc1nnc(NC(=O)c2n[nH]c(=O)c3ccccc23)s1,7%,6%,/,i,0.4%,20%,-1%,5%,1%
O=C(Nc1ccccn1)c1ccc2c(c1)OCCO2,-5%,?,?,?,17%,21%,0%,-40%,10%
COC(=O)c1cc(S(=O)(=O)NC2CCN(Cc3ccccc3)CC2)cn1C,-15%,/,-8%,i,-0.3%,5%,-1%,8%,-9%
O=C(Nc1nnc(-c2ccc(F)cc2)o1)c1cccc([N+](=O)[O-])c1,-2%,?,0%,i,-0.5%,3%,0%,0%,20%
Cc1cccc(C(=O)N/N=C/c2ccncc2)c1,-1%,-11%,/,/,-0.6%,-23%,3%,-8%,4%
CCOC(=O)Cc1csc(NC(=O)COc2ccc(N(C)S(=O)(=O)c3ccc(C)cc3)cc2)n1,4%,2%,7%,i,0.5%,0%,-3%,-20%,17%
FC(F)(F)c1ccc(CN2CCCCCC2)cc1,9%,6%,-2%,i,-0.4%,0%,2%,-1%,-9%
O=C(CSc1ncccn1)NC(=O)c1ccccc1,12%,?,-6%,i,-0.5%,8%,-14%,15%,0%
Cc1ccc(/C(N)=N/OC(=O)CN(C)S(=O)(=O)c2ccc(C)cc2)cc1,?,-9%,-10%,i,-0.2%,-8%,2%,-27%,10%

# Next section
SMILES,TGFb SMAD3 inh,Nrf2 block,ATXN2 expr inh,S2 tox,Nrf2 activator,EPAC2 antagonist,A549 tox,HepG2 tox,MCF10A rerep
CCOc1ccc(Cn2cc(F)c(=O)[nH]c2=O)cc1,1%,-6%,/,i,-1.1%,1%,3%,2%,-2%
CCOC(=O)c1c(C)[nH]c(C(=O)COC(=O)C2CC(=O)N(Cc3ccccc3)C2)c1C (centres undefined),7%,?,3%,i,0.1%,0%,4%,-5%,-1%
Cc1ccc(C(=O)Nc2ccc(Nc3ccccc3)cc2)cc1C,?,13%,0%,?,-0.4%,4%,-11%,-4%,13%
Cc1ccc(C(=O)OCc2cc3ccccc3[nH]c2=O)cc1,?,?,-15%,i,0.3%,-3%,2%,-18%,3%
Nc1nccc(NCCSCc2ccccc2)n1,-6%,?,-24%,i,0.8%,0%,-3%,-12%,?
O=C(NNc1ncccc1-n1cccc1)c1ccc(Cl)cc1,5%,-19%,-2%,i,-1.2%,-1%,0%,-15%,-3%
O=C1Nc2ccccc2C1=Nc1ccc(S(=O)(=O)Nc2nccs2)cc1,?,11%,-19%,i,3.7%,-23%,0%,-59%,-15%
COc1ccccc1-c1nnc(SCc2nc3ccccc3s2)n1C,-7%,9%,41%[activator],i,12%,-11%,6%,-13%,1%
O=C(CC1C(=O)NCCN1Cc1ccoc1)NCc1cccc(OC(F)(F)F)c1 (centres undefined),3%,7%,-18%,i,3.8%,-1%,5%,-12%,2%
CCN(CC)c1ccc(/C=N/NC(=O)c2c(-c3ccccc3)noc2C)cc1,12%,-25%,-7%,i,0.8%,-7%,1%,-3%,?
C/C(N=Nc1nc2ccccc2s1)=N\Nc1ccccc1O,11µM*,?,?,?,?,5%,?,-97%,?
O=C1CCCc2cc3c(ccc4ccccc43)cc21,-5%,-6%,66%[activator],i,?,-9%,2%,-10%,18µM*
CC(C)c1ccc(C2=C(O)c3ccccc3C(=O)C2=O)cc1,6%,10%,-10%,i,0.1%,-7%,-7%,-12%,?
CCc1ccc(CN2CCC(C(=O)Nc3ccc(-n4nc(C)cc4C)cc3)CC2)o1,8%,8%,-23%,i,5.6%,0%,-2%,-11%,9%
COc1cc(NC(=O)CN2C(=O)C(c3ccccc3)=NC23CCCCCC3)cc(OC)c1,?,?,-3%,i,1.8%,-21%,-16%,-19%,-7%

# Next entries
SMILES,TGFb SMAD3 inh,Nrf2 block,ATXN2 expr inh,S2 tox,Nrf2 activator,EPAC2 antagonist,A549 tox,HepG2 tox,MCF10A rerep
CCCNC(=O)c1cnc2sc(N3CCCCCC3)nn2c1=O,-17%,22%,/,/,0.9%,/,-2%,-3%,/
COc1ccc(CCN2CC(C(=O)N(C)CC(=O)Nc3ccc(Cl)c(C(F)(F)F)c3)CC2=O)cc1OC (centres undefined),-6%,?,0%,i,4.0%,5%,-11%,-10%,8%
CCc1cc2ccc(C)cc2nc1SCC(=O)Nc1cc(OC)c(OC)cc1C(=O)O,-17%,-1%,0%,i,-0.2%,?,-6%,-15%,13%
COc1cc(CCC(=O)Oc2ccc(C(C)=O)cc2)cc(OC)c1OC,-12%,?,15%,i,0.1%,15%,-1%,8%,-10%
Clc1ccc2c(c1)c1ccccc1n2CN1CCOCC1,21%,-23%,-14%,i,-0.9%,-1%,-5%,-34%,21%
COc1cc2ccccc2cc1C(=O)Nc1cc(C)ccn1,-6%,?,32%[activator],i,10%,-9%,0%,-4%,?
Fc1ccccc1N1CCN(CC2CCCCC2)CC1,-18%,2%,-7%,i,0.4%,4%,1%,-24%,0%
COc1ccc(S(=O)(=O)N2CCN(c3ncccn3)CC2)cc1[N+](=O)[O-],-9%,-11%,-19%,i,0.1%,10%,-1%,-14%,1%
COc1ccc(OC)c(NC(=O)COC(=O)CCS(=O)(=O)c2ccc(Cl)cc2)c1,-1%,-20%,-8%,i,-0.5%,-9%,5%,-17%,1%
Cc1ncsc1C(=O)O,?,-5%,-11%,i,-0.1%,3%,-2%,-23%,1%
O=C(O)CSc1ccccc1C(=O)O,1%,0%,-1%,i,-0.7%,-3%,-8%,-1%,3%
C=CCNC(=O)CNS(=O)(=O)c1ccc(F)cc1,-1%,1%,-8%,i,0.1%,14%,0%,0%,8%
COc1ccc(-c2cc(C(F)(F)F)nc(SCC(=O)N(C)Cc3ccccc3)n2)cc1OC,?,?,-15%,i,0.2%,/,-16%,-19%,/
CCOC(=O)N1CCN(C(=O)/C(=C\c2cccs2)NC(=O)c2cccs2)CC1,-1%,-3%,5%,i,-0.7%,-3%,-2%,14%,7%
CCN(Cc1ccccc1)C(=O)c1oc2ccc(C)cc2c1C,18%,6%,11%,i,-0.6%,-10%,4%,1%,17%

# The list continues.
SMILES,TGFb SMAD3 inh,Nrf2 block,ATXN2 expr inh,S2 tox,Nrf2 activator,EPAC2 antagonist,A549 tox,HepG2 tox,MCF10A rerep
Cc1cccc(Cn2c(N3CCN(C)CC3)nc3c2c(=O)n(C)c(=O)n3C)c1,3%,-12%,5%,i,-0.1%,2%,-12%,-7%,3%
Cc1nnc(SCC(=O)N2CCN(S(=O)(=O)c3ccccc3)CC2)s1,?,3%,-13%,i,-0.1%,14%,1%,0%,0%
COCc1cc(C)nc(SCC[N+](C)(C)CC(=O)Nc2ccccc2)c1C#N,11%,8%,-5%,i,-0.5%,6%,1%,2%,-2%
CC(C)(C)c1ccc(-c2n[nH]c(=S)n2-c2ccccc2)cc1,-14%,-16%,-6%,i,2.6%,-2%,3%,2%,1%
CC1CCN(c2nc3nonc3nc2N2CCC(C)CC2)CC1,-3%,/,2%,i,-0.5%,-5%,1%,-5%,-7%
O=C1NC[C@@H](Cc2cccc3ccccc23)N(CC2(c3ccccc3)CC2)C1=O,?,21µM*,?,?,3.6%,-6%,?,-14%,?
O=C(Cn1c(=O)n(-c2ccccc2)c(=O)c2sc3ccccc3c21)NC1CCCC1,?,3%,?,i,-0.1%,/,-14%,-3%,/
O=C(NCCCN1CCN(c2ccc(F)cc2)CC1)c1cc2c(s1)-c1ccccc1OC2,?,?,28µM*,?,-0.1%,/,-21%,-85%,/
CCOC(=O)c1ccoc1CN1CCN(S(=O)(=O)c2ccc(C)c(C)c2)CC1,-17%,-8%,-4%,i,3.0%,2%,3%,-11%,-2%
CCOC(=O)N1CCC(N(CCN(C)C)C(=S)Nc2ccccc2Cl)CC1,6%,6%,3%,i,0.3%,12%,-8%,4%,-5%
Cc1ccc(-c2cn3cccnc3n2)cc1NC(=O)c1cccs1,8%,0%,7%,?,0.3%[9.22 µM],-1%,-2%,4%,-3%
CN(CCN1CCOCC1)Cc1nc(-c2ccccc2)no1,7%,28%,/,i,0.2%,-6%,17%,19%,0%
Cc1cc(=O)c(C(=O)OC(C)C(=O)NC(N)=O)nn1-c1ccc(Cl)cc1 (centres undefined),-13%,5%,7%,i,-0.7%,9%,-2%,-8%,-1%
Oc1ccc(Br)cc1C1C=C(c2ccc3c(c2)OCO3)NC(c2cccc(F)c2)N1 (centres undefined),?,-1%,/,/,/,/,0%,-103%,/
CN(c1nnc(NC(=O)Nc2ccccc2C(F)(F)F)s1)C1CCCCC1,?,?,-22%,?,-3.2%,/,0%,-52%,/
CCCCOc1ccc(C(=O)NCC(=O)NCCOc2ccc(C)cc2)cc1,13%,-4%,/,i,0.5%,-3%,1%,-8%,13%
CCn1cc(C(=O)N[C@@H](C)C(=O)NCCO)c(=O)c2cc3c(cc21)OCO3,0%,2%,4%,i,2.4%,1%,0%,-3%,-2%

# TGFb SMAD3 inh: hit marks shown above.
canonical_smiles,TGFb SMAD3 inh,Nrf2 activator,EPAC2 antagonist
C/C(N=Nc1nc2ccccc2s1)=N\Nc1ccccc1O,11µM*,?,5%
